Screening data: PubChem, National Center for Advancing Translational Sciences (NCATS)
PI5P4Ka inh: PI5P4K alpha (human) kinase inhibition | AID 652105 | max response, % | 1.2% of 330,000 active | PI5P4Kalpha enzyme, ADP-Glo luminescence, 60 min; stronger effect = lower value; active = max response of -50% or lower; inconclusive = between -30% and -50%; inactive = -30% or higher; also: value at the top dose of about 77 µM; % is scaled to controls: 0 for no effect and ±100 for the full control effect
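Compounds were pin-transferred onto PI5P4Kalpha and substrate in HEPES pH 7.4 buffer with EGTA, CHAPS and 5% DMSO. ATP (5 microM final) started the reaction, which ran 60 minutes at room temperature before ADP-Glo detection.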
EPAC1 agonist: EPAC1 (human) agonism; EPAC1 agonist qHTS, biochemical assay; response scale: 100% = response to 6.5 mM cAMP; Potency, µM (highest dose often 154 µM), inactives show top-dose activation, most hits filed as activators; 0.073% of 360,000 active; AID 720707; also: potency is read from the fitted curve at half-maximal effect; nearly all actives have a fitted effect of over 60% in size
Target sequence (O95398 whole entry, looked up): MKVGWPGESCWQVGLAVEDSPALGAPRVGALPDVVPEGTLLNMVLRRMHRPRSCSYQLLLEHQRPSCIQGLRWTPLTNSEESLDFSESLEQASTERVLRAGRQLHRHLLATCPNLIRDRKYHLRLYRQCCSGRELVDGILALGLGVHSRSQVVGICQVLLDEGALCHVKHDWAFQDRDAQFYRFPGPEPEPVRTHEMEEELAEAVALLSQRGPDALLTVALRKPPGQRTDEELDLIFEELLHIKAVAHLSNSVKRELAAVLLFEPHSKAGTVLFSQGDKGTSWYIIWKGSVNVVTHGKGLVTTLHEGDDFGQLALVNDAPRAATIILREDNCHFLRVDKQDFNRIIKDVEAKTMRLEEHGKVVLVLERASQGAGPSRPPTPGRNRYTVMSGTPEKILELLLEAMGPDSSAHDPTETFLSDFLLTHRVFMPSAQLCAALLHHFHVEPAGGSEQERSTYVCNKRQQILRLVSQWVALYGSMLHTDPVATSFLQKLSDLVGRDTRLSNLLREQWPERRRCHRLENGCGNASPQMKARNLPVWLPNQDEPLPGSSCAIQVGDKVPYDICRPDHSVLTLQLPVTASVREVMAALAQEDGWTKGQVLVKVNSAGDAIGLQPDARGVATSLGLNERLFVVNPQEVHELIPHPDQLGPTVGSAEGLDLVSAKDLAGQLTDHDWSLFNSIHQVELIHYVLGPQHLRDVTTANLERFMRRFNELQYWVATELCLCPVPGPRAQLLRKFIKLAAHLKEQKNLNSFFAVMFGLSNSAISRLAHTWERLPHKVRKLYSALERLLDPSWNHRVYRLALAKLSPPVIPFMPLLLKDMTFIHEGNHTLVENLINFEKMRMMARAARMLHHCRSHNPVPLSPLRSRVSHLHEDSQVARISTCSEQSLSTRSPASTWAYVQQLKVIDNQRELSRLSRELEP
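Nucleotide exchange assay: 100 nM EPAC1 with 250 nM Rap1B loaded with BODIPY-GDP and 50 uM GDP, room temperature. Fluorescence (480/540 nm) read every 5 min for 30 min; signal change normalized to 6.5 mM cAMP as full agonist.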
PTHR1 ag: activates the human parathyroid hormone receptor PTHR1; AID 743266; Potency, µM (highest dose often 115 µM), inactives show at the top dose activation, most hits filed as activators; HEK293 GP2 PTHR1 cells, GloSensor cAMP luminescence, 1 h; 0.075% of 410,000 active; also: potency is read from the fitted curve at half-maximal effect; nearly all actives have a fitted effect of over 55% in size; some results filed as inactive show a strong effect at the top dose; inactives centre near -15; many of its hits are not listed in these tables
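HEK-293-derived GP2 cells expressing PTHR1 and a GloSensor cAMP reporter, 3,000/well, plated overnight, given luciferin plus IBMX (each 0.5 mM as added) for 1 h at 37 °C, then compound for 1 h at 37 °C. Luminescence was read after 15 min at room temperature.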
IL-2 act: activators of IL-2; IL-2 activation reporter assay, cell-based qHTS; stimulated with anti-CD3/CD4/CD28 beads; in transgenic mouse T cells; activation, % (series mostly up to about 46 µM); 0.065% of 360,000 active; in the data active = activation above about 50%; inconclusive = mostly about 30% to 49%; also: 0% is about no effect
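Screening format: compound pinned onto unstimulated transgenic mouse T cells, 60 min incubation, then anti-CD3/anti-CD4/anti-CD28 bead stimulation for 18 hours at 37 degrees C, followed by EGFP and DsRed detection.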
EPAC1 antagonist: EPAC1 (human) antagonism; O95398; EPAC1 GEF assay, Rap1b-BODIPY-GDP exchange fluorescence; Potency, µM (doses to about 115 µM), inactives show top-dose activity change, negative = inhibition, actives largely listed as inhibitors; 0.14% of 360,000 active;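 also: potency is read from the fitted curve at half-maximal effect; plate controls were vehicle for no effect and positive control for full effect; nearly all actives have a fitted effect of over 50% in size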
PLK1 PBD block: blocks phosphopeptide binding to human PLK1 polo-box domain; P53350; Potency, µM, without a hit: max response, negative = inhibition, actives largely listed as inhibitors; 2.8% of 360,000 active; Plk1 PBD binding of FITC phosphopeptide, fluorescence polarization; also: potency is read from the fitted curve at half-maximal effect; series mostly up to about 57 µM; % is scaled to controls: 0 for no effect and ±100 for the full control effect; nearly all actives have a fitted effect of over 65% in size
HEK293 tox: cytotoxicity counter-screen for GLP-1 receptor inverse agonists; AID 624418; HEK293 cAMP-luciferase reporter cells, luminescence, 24 h; Potency, µM (top dose mostly 38.3 µM), inactives show at the top dose activity change, negative = inhibition, usual class: inhibitors; 0.13% of 410,000 active;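 also: loss of luciferase light is scored as toxicity; potency is read from the fitted curve at half-maximal effect; % is scaled to controls: 0 for no effect and ±100 for the full control effect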
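MLSMR compounds, 24 hr on cells at 37 deg C/5% CO2; luminescence after luciferase reagent (12 min RT). Inhibition counted as the undesired cytotoxic outcome.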
GLP-1R agonist: GLP-1 receptor (human) agonism. AID 624172. P43220. HEK293 GLP-1R CRE-luciferase, luminescence, 4-6 h; cells express a hypersensitive GLP-1R form. 0.007% of 380,000 active. Potency, µM (series often up to 45.6 µM), without a hit: at the top dose activation, most hits filed as activators; also: potency is read from the fitted curve at half-maximal effect; % of control where 0% means no effect
GLP1R inv ag: GLP-1 receptor (human) inverse agonism | AID 624417 | Potency, µM (highest dose often 38.3 µM), inactives show at the highest dose activity change, negative = inhibition, actives largely listed as inhibitors | HEK293 GLP-1R CRE-luciferase, luminescence, 24 h; GLP-1R form is constitutively active | 1.6% of 410,000 active; also: potency is read from the fitted curve at half-maximal effect; % is scaled to controls: 0 for no effect and ±100 for the full control effect; nearly all actives have a fitted effect of over 55% in size
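Using stably transfected HEK293 (constitutively active GLP-1R, cAMP-luciferase reporter), compounds were incubated 24 hr and luciferase measured by luminescence.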
An asterisk follows results filed as active; i = inactive; u = inconclusive; x = no result given; [ ] = dose if it differs, or a comment. Unless noted, calls follow the shape of the dose curve; as a rule, active = well fitted curve in the direction sought with a large enough effect; inconclusive = small, poorly fitted or top-dose-only effect, or another doubt; inactive = no such curve, though single readings can be large; an effect the other way counts as inactive or inconclusive. This is a subset; the hit share may differ from the screen's.

SMILES	PI5P4Ka inh	EPAC1 agonist	PTHR1 ag	IL-2 act	EPAC1 antagonist	PLK1 PBD block	HEK293 tox	GLP-1R agonist	GLP1R inv ag
CCOc1ccc(NC(=O)Cn2c(=O)oc3cc(Cl)ccc32)cc1	1.6	0.5%	-18.1%	-0.5	-0.6%	-10.0%	1.1%	2.5%	-5.1%
CN1CCN(C(=O)CCNC(=O)Cn2ccc3ccccc3c2=O)CC1	0.4	-6.6%	u	1.2	-0.7%	-7.7%	4.0%	-8.2%	-1.6%
CCn1c(SCC(N)=O)nnc1C(C)C	-7.2	-3.4%	-1.4%	0.1	1.9%	-9.5%	-1.3%	-2.4%	-5.8%
CC(C)Cn1c(N)c(C(=O)COC(=O)c2cc3ccccc3cc2O)c(=O)n(C)c1=O	12.2	-15.2%	i	-0.4	-23.9%	0.9%	1.3%	-1.0%	u
Cc1ccc(Nc2cc(=O)n(C3CCCCC3)c(=O)[nH]2)cc1C	2.6	-1.7%	3.5%[57.5 µM]	-0.4	-4.5%	-5.7%	46.0%	0.5%	-20.6%
COC(=O)c1ccc(N2CCN(C)CC2)c(NC(=O)COc2ccc(C)cc2)c1	-6.4	8.8%	-15.9%	-2.5	-11.4%	-16.0%	-11.3%	1.7%	-15.4%
O=S(=O)(c1cccs1)N1CCN(c2ccc(O)cc2)CC1	-1.6	6.6%	-14.3%	2.1	-3.1%	-1.7%	-14.0%	-0.3%	1.5%
Fc1cccc(CN(C2=NCCN2)c2c(Cl)cccc2Cl)c1	-2.3	-9.9%	i	0.4	-9.4%	-15.0%	3.7%	31.4%	8.9%
c1ccc(Cc2nnc3sc(-c4cccs4)nn23)cc1	x	7.3%	i	-1.5	6.4%	15µM*	6.3%	u	174.6%[activator]
CC(C)c1onc(C(=O)Nc2sc3c(c2C#N)CCC3)c1[N+](=O)[O-]	-19.9	-2.2%	i	-1.7	6.0%	u	-15.1%	0.0%	-3.8%
CC(c1ccccc1)n1cc(C(=O)NCc2ccccn2)nn1 (stereo not drawn)	7.2	-12.9%	-10.6%	0.2	-20.2%	-4.6%	60.6%[activator]	3.7%	-2.9%
COc1ccc(CCN(C)C(=O)C2CCN(C(=O)Nc3ccccc3)CC2)cc1OC	4.1	1.8%	u	-3.2	-2.6%	-13.5%	3.4%	15.3%	50.6%[activator]
COc1ccc(CNC(=O)CCCC(=O)Nc2cccc(Br)c2)cc1	-4.3	-11.0%	-35.0%[inhibitor]	2.0	-8.3%	-7.0%	-11.6%	0.5%	u
O=C(Cn1nnc2ccccc2c1=O)NCCc1ccccc1	-2.2	5.0%	i	-1.9	1.1%	-12.4%	8.8%	-4.7%	15.6%
COc1cccc(OCCNC(=O)c2cccc(OC)c2)c1	5.1	-9.4%	i	0.2	-6.8%	-4.6%	-6.3%	0.5%	-19.0%
COc1ccc(C(=O)COC(=O)c2sccc2C)cc1OC	2.0	5.6%	i	1.4	-8.0%	0.6%	3.5%	u	13.7%
CCCCOP(=O)(c1ccc(N(C)C)cc1)C(O)c1cc(OC)ccc1OC (stereo not drawn)	4.6	-13.7%	i	2.4	-12.1%	1.2%	-0.6%	3.8%	13.4%
COc1ccc(Nc2nnc(-c3ccncc3)s2)cc1Cl	-0.3	-1.5%	i	3.2	6.4%	-28.0%	4.9%	-4.5%	u
C/C(CC(=O)NC1CCCCC1)=N\NC(=O)COc1ccc(C)cc1Br	6.8	3.2%	i	1.2	3.8%	-6.3%	5.8%	2.4%	-6.6%
COC(=O)c1ccc2cc(OC)cc([N+](=O)[O-])c2n1	-3.2	-1.0%	-7.5%	0.7	0.8%	-6.4%	-3.3%	-2.2%	5.8%
Cc1cc(C)n(C(=O)C(C(=O)c2ccccc2)C(C)C)n1 (stereo not drawn)	6.4	8.0%	-4.7%	-3.7	-14.8%	-12.6%	18.3%	3.3%	u
CCCSc1nc(C)c(-c2csc(C(C#N)=C3CCCC3)n2)cc1C#N	x	4.6%	-23.0%[57.5 µM]	-0.1	-4.9%	-4.1%	0.5%	0.4%	-11.6%
Cc1ccc(S(=O)(=O)N2CCOCC2)cc1NC(=O)CNC(C)c1ccccc1 (stereo not drawn)	5.5	1.4%	-32.1%	-4.4	5.0%	-3.1%	-2.1%	-6.0%	-13.8%
CCOC(=O)N1CCN(C(=O)C2CCN(S(=O)(=O)c3cc(Cl)ccc3OCC)CC2)CC1	5.2	8.1%	-2.6%	2.4	-10.0%	-9.4%	16.3%	1.2%	-6.1%
C=CCNC(=O)O/N=C/c1csc([N+](=O)[O-])c1	-8.9	1.7%	-0.9%	-0.3	6.6%	-4.3%	4.4%	6.0%	15.0%
CC(NC(=O)c1ccccc1Br)c1nnc(SCc2ccc([N+](=O)[O-])cc2)n1C (stereo not drawn)	x	0.1%	-4.8%[57.5 µM]	-0.2	-0.6%	-4.0%	1.1%	0.1%	5.9%
O=C(NNC(=O)c1ccc([N+](=O)[O-])cc1)c1ccc(Br)cc1	-12.0	-3.6%	-8.5%	1.4	-23.9%	-1.7%	6.4%	0.5%	-12.7%
COc1ccc2c(c1)nc(NCCCO)n2Cc1ccccc1	-9.7	3.0%	-22.3%	-0.8	-14.1%	-7.2%	15.4%	10.4%	-3.3%
CC(NC(=O)COC(=O)C1CC1C)c1ccccc1 (stereo not drawn)	1.0	-9.9%	-29.2%	0.0	0.8%	-2.2%	0.0%	-3.8%	11.4%
Cc1nc(C(F)(F)F)ccc1C(=O)N1CCC1(C)C(=O)Nc1ccc2c(c1)OCO2 (stereo not drawn)	-4.8	-10.9%	-20.6%	0.3	-21.3%	-2.8%	1.4%	7.9%	23.8%

Complete entries, looked up by structure. Screens in order: PI5P4Ka inh, EPAC1 agonist, PTHR1 ag, IL-2 act, EPAC1 antagonist, PLK1 PBD block, HEK293 tox, GLP-1R agonist, GLP1R inv ag
Cc1ccc(Nc2cc(=O)n(C3CCCCC3)c(=O)[nH]2)cc1C is listed as 2.6, -1.7%, 3.5%[57.5 µM], -0.4, -4.5%, -5.7%, 46.0%, 0.5%, -20.6%
C=CCNC(=O)O/N=C/c1csc([N+](=O)[O-])c1 is listed as -8.9, 1.7%, -0.9%, -0.3, 6.6%, -4.3%, 4.4%, 6.0%, 15.0%
Cc1ccc(S(=O)(=O)N2CCOCC2)cc1NC(=O)CNC(C)c1ccccc1 (stereo not drawn) is listed as 5.5, 1.4%, -32.1%, -4.4, 5.0%, -3.1%, -2.1%, -6.0%, -13.8%
CCOc1ccc(NC(=O)Cn2c(=O)oc3cc(Cl)ccc32)cc1 is listed as 1.6, 0.5%, -18.1%, -0.5, -0.6%, -10.0%, 1.1%, 2.5%, -5.1%
CC(NC(=O)COC(=O)C1CC1C)c1ccccc1 (stereo not drawn) is listed as 1.0, -9.9%, -29.2%, 0.0, 0.8%, -2.2%, 0.0%, -3.8%, 11.4%

(next part)
SMILES	PI5P4Ka inh	EPAC1 agonist	PTHR1 ag	IL-2 act	EPAC1 antagonist	PLK1 PBD block	HEK293 tox	GLP-1R agonist	GLP1R inv ag
O=C(O)C1CN(C(=O)c2ccccc2)c2cc(Cl)ccc2O1 (stereo not drawn)	4.7	-6.4%	i	0.2	4.6%	-1.9%	-4.8%	-4.5%	5.6%
O=C1N=c2ccccc2=C1c1sc(=O)[nH]c1O	-87.4*	-1.0%	-16.3%	0.6	u	-10.9%	-14.4%	-7.0%	8.7%
CCN(CC)CCCN=Cc1c(O)n(-c2ccc(C)cc2)c(=O)c2ccccc12	-1.6	9.9%	-13.7%	-0.8	17.9%	-5.2%	6.6%	3.9%	u
Cc1nn(-c2ccccc2)c2c1C1(C(=O)Nc3ccccc31)N1C(=N2)Sc2ccccc21 (stereo not drawn)	-3.8	27.9%	-15.1%	0.1	-21.1%	-8.5%	u	-3.9%	u
Cc1cc(C)cc(OCC(=O)NNC(=O)CC(C)c2ccccc2)c1 (stereo not drawn)	1.9	3.9%	i	0.0	0.6%	-6.3%	-7.0%	-0.6%	u
Cc1ccc(NC(=O)CCn2nc(C)cc2C)c(C)c1	-4.4	11.4%	-5.6%[57.5 µM]	-0.1	6.6%	-5.5%	-6.2%	-3.9%	9.8%
COc1cc2c(cc1NC(=O)C1CCCO1)oc1ccccc12 (stereo not drawn)	x	22.7%	-43.3%[inhibitor]	-1.4	-0.5%	-8.9%	7.2%	6.6%	u
Cc1nc(CS(=O)(=O)c2ccc(Cl)cc2)cc(Sc2ccc(Cl)cc2)n1	12.9	21.8%	-7.4%	-0.1	0.3%	-3.8%	-7.3%	-7.9%	u
CCN1CC2([N+](=O)[O-])CC=C(OC)C([N+](=O)[O-])(C1)C2 (stereo not drawn)	6.3	3.2%	i	2.2	6.7%	-2.0%	-4.4%	0.8%	14.0%
COc1cc(OC)cc(C(=O)NCC(=O)OCc2cc(=O)oc3cc(OC)ccc23)c1	-5.4	9.1%	i	-1.1	-4.0%	0.0%	-1.6%	9.8%	7.7%
CNS(=O)(=O)c1cccc(C(=O)OCC(=O)Nc2ccc(Cl)cc2F)c1	4.7	5.3%	-7.2%	1.9	9.9%	-6.0%	-8.7%	12.3%	4.5%
O=C(COc1ccc(Cl)cc1)Nc1ccc2oc(-c3ccncc3)nc2c1	0.5	0.5%	i	-2.3	9.6%	-2.3%	-0.9%	5.6%	34.7%[activator]
CN(C)c1nccc(N(Cc2ccccc2)Cc2ccccc2)c1C#N	-2.3	22.2%	-8.4%	0.0	-3.0%	-7.3%	46.3%[activator]	-1.3%	11.2µM*
Cc1nc2cc(NC(=O)COc3ccc(C#N)cc3)ccc2n1-c1ccccc1	0.6	12.9%	-6.1%[57.5 µM]	-0.2	-8.8%	-19.7%	-16.1%	13.6%	u
